NFkB transloc inh: blocks IL-1B driven NFkB nuclear translocation in HUVEC cells; AID 796; inhibition, % at 2 µM; 94,000 tested, 0.43% active; HUVEC IL-1B NFkB p65 nuclear translocation imaging;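 active = inhibition above about 30% together with a positive call from visual inspection of the well image, limit read from the data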;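 note: nuclear over cytoplasmic p65 intensity ratio measured by imaging; 0% = IL-1B stimulated DMSO wells and 100% = unstimulated DMSO wells; values of inactives mirror those of a sister screen read the other way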
Bcl-B displacement: displacers of TR3 peptide from Bcl-B, primary screen, selectivity assay for Bfl-1 inhibitor project, biochemical, fluorescence polarization. AID 748. displacement, % at 20 µM; hits with a dose series show IC50 in µM. FP displacement of FITC-TR3 peptide from Bcl-B; higher % means a stronger effect. 96,000 tested, 0.11% active;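 active = displacement above 50% at 20 µM plus a fluorescence interference ratio under 1.5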;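 note: plate controls were wells without compound for no effect and wells lacking Bcl-B protein for full effect; a part of the inactive calls stands beside numbers as strong as those of hits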
MRP reversal: compounds reversing MRP-mediated drug resistance. H69AR cells + 2 uM doxorubicin, CellTiter-Glo, 72 h. differential viability (reversal), % at 10 µM. 85,000 tested, 0.04% active;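 active = viability drop by adding the cancer drug above about 55%, with treated viability meeting a 40% cutoff, limit read from the data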;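 note: viability without doxorubicin minus viability with 2 µM doxorubicin for each compound; larger differential means the compound sensitizes cells more to doxorubicin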
IL1B NFkB pot: enhances IL-1B driven NFkB nuclear translocation; HUVEC IL-1B NFkB p65 nuclear translocation imaging; activation, % at 2 µM; 94,000 tested, 0.3% active; AID 819;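 active = activation above 40%, about the mean plus 3 SD, also judged a hit on visual image review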;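 note: percent activation is computed from the nuclear over cytoplasmic p65 intensity ratio; values of inactives mirror those of a sister screen read the other way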
PLAP inhibitors HTS: inhibition of human placental alkaline phosphatase – biochemical, luminescence, HTS (AID 690). purified PLAP, luminescent substrate; higher % means a stronger effect. inhibition, % at 20 µM; hits with a dose series show IC50 in µM. 96,000 tested, 0.08% active; in the data active = a potency from the dose series; inactive = the rest, 99 in 100 with inhibition below about 30%; note: strong numbers were not always called active
MRP reversal cytotoxicity: recorded beside MRP reversal, whose call it bears; viability, %; H69AR cells, CellTiter-Glo, 72 h; measured here: cytotoxicity without doxorubicin
MRP reversal with doxorubicin: also measured in MRP reversal; calls as there; viability, %; measured here: viability with 2 uM doxorubicin; hits give low values
NFkB transloc inh cell count 2 µM: second read-out of NFkB transloc inh, no call of its own (marks repeat the call); cell count; measured here: cells passing quality filter;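 raw number of nuclei counted in each imaged well without normalization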
IL1B NFkB pot cell count 2 µM: further read-out of IL1B NFkB pot, marked with its call; cell count; measured here: cells passing quality filter
* = called active by the depositor; / = not tested or not shown. Some of the compounds tested, so the mix of outcomes need not match the whole.

SMILES	NFkB transloc inh	NFkB transloc inh cell count 2 µM	Bcl-B displacement	MRP reversal	MRP reversal cytotoxicity	MRP reversal with doxorubicin	IL1B NFkB pot	IL1B NFkB pot cell count 2 µM	PLAP inhibitors HTS
CCSc1nnc([C@@H](N)Cc2ccccc2)o1	-18.4	117	1.1%	1.6	91.8	90.1	18.4	117	-81.0%
Cc1cc(CN(C)C)c(OC(=O)N(C)C)cc1C	-1.1	138	7.5%	-9.3	97.9	107.1	1.1	138	-10.3%
O=C(Cc1cccs1)N1CCC2(CC1)OCCO2	8.8	93	-2.9%	-1.6	101.3	102.8	-8.8	93	-11.6%
Cc1cc(NC(=O)COC(=O)c2c(C)nn(Cc3ccccc3Cl)c2Cl)no1	-10.7	201	-3.7%	-16.4	64.1	80.5	10.7	201	44.1%
CN(C)C1=NP(N(C)C)(N(C)C)=NC(c2ccccc2)=N1	-2.9	100	5.8%	-4.9	95.0	99.9	2.9	100	-3.4%
CCOc1ccc(-n2c(O)c(C=NCCN3CCNCC3)c(=O)[nH]c2=O)cc1	-5.4	145	-1.9%	3.7	97.8	94.1	5.4	145	-3.8%
CCOC(=O)c1c(C)n(Cc2ccccc2)c2ccc(OCC(O)Cn3nc(C)cc3C)cc12 (stereo unspecified)	-19.2	138	/	-59.1	12.2	71.3	19.2	138	/
O=P(O)(O)C12CC3CC(CC(C3)C1)C2	-7.4	181	0.9%	-7.5	91.3	98.8	7.4	181	2.3%
COc1ccc(CCN(C)Cc2c(F)cccc2F)cc1OC	-31.4	100	2.6%	13.0	95.5	82.5	31.4	100	-46.4%
Cc1cc(S(=O)(=O)NCC(C)C)ccc1OCC(=O)N1CCN(Cc2ccccc2)CC1	-2.5	171	2.6%	-8.9	85.2	94.1	2.5	171	-78.7%
COc1ccc(C(=O)N2CCOCC2)cc1S(=O)(=O)N1CCC(C)CC1	13.1	92	-7.4%	/	/	/	-13.1	92	-4.2%
C1=C(c2c[nH]c3ccccc23)CCNC1	-11.0	116	-101.9%	9.9	92.0	82.0	11.0	116	15.9%
Nc1ccc(S(=O)(=O)N2CCCCC2c2cccnc2)cc1 (stereo unspecified)	-25.3	190	12.2%	3.4	91.6	88.3	25.3	190	16.4%
CN(C)C1=NC(N(C)C)=NP(N(C)C)(N(C)C)=N1	7.8	142	-1.5%	-12.3	84.6	96.9	-7.8	142	7.7%
CC(C)(C)c1nc(N2CCN(C(=O)c3ccco3)CC2)c2nnn(Cc3ccccc3Cl)c2n1	1.4	206	-49.7%	-7.7	53.7	61.4	-1.4	206	-59.2%
CCn1cc(C(=O)N2CCC3(CC2)OCCO3)c(=O)c2cc(S(=O)(=O)N3CCCC3)ccc21	-23.2	173	-6.7%	-4.3	87.3	91.6	23.2	173	-84.9%
COC(=O)c1ccc(-n2c(C)nc3ccccc3c2=O)cc1	-0.5	36	1.6%	14.3	99.3	85.1	0.5	36	-10.5%
CC(NCc1ccc(Cl)cc1)C(O)c1ccccc1 (stereo unspecified)	-14.4	129	1.0%	/	/	/	14.4	129	-1.1%
Clc1ccc(C2N3CCCN23)c(Cl)c1 (stereo unspecified)	-13.7	54	-2.7%	5.8	88.0	82.2	13.7	54	-13.5%
O=C1NC(=O)C2(Cc3ccccc3N3CCCC32)C(=O)N1c1cccc(Cl)c1 (stereo unspecified)	/	/	-0.1%	-2.5	98.0	100.5	/	/	-53.4%

11 neighbouring entries out of the list so far:
SMILES	NFkB transloc inh	NFkB transloc inh cell count 2 µM	Bcl-B displacement	MRP reversal	MRP reversal cytotoxicity	MRP reversal with doxorubicin	IL1B NFkB pot	IL1B NFkB pot cell count 2 µM	PLAP inhibitors HTS
Cc1cc(S(=O)(=O)NCC(C)C)ccc1OCC(=O)N1CCN(Cc2ccccc2)CC1	-2.5	171	2.6%	-8.9	85.2	94.1	2.5	171	-78.7%
COc1ccc(C(=O)N2CCOCC2)cc1S(=O)(=O)N1CCC(C)CC1	13.1	92	-7.4%	/	/	/	-13.1	92	-4.2%
C1=C(c2c[nH]c3ccccc23)CCNC1	-11.0	116	-101.9%	9.9	92.0	82.0	11.0	116	15.9%
Nc1ccc(S(=O)(=O)N2CCCCC2c2cccnc2)cc1 (stereo unspecified)	-25.3	190	12.2%	3.4	91.6	88.3	25.3	190	16.4%
CN(C)C1=NC(N(C)C)=NP(N(C)C)(N(C)C)=N1	7.8	142	-1.5%	-12.3	84.6	96.9	-7.8	142	7.7%
CC(C)(C)c1nc(N2CCN(C(=O)c3ccco3)CC2)c2nnn(Cc3ccccc3Cl)c2n1	1.4	206	-49.7%	-7.7	53.7	61.4	-1.4	206	-59.2%
CCn1cc(C(=O)N2CCC3(CC2)OCCO3)c(=O)c2cc(S(=O)(=O)N3CCCC3)ccc21	-23.2	173	-6.7%	-4.3	87.3	91.6	23.2	173	-84.9%
COC(=O)c1ccc(-n2c(C)nc3ccccc3c2=O)cc1	-0.5	36	1.6%	14.3	99.3	85.1	0.5	36	-10.5%
CC(NCc1ccc(Cl)cc1)C(O)c1ccccc1 (stereo unspecified)	-14.4	129	1.0%	/	/	/	14.4	129	-1.1%
Clc1ccc(C2N3CCCN23)c(Cl)c1 (stereo unspecified)	-13.7	54	-2.7%	5.8	88.0	82.2	13.7	54	-13.5%
O=C1NC(=O)C2(Cc3ccccc3N3CCCC32)C(=O)N1c1cccc(Cl)c1 (stereo unspecified)	/	/	-0.1%	-2.5	98.0	100.5	/	/	-53.4%

The list continues:
SMILES	NFkB transloc inh	NFkB transloc inh cell count 2 µM	Bcl-B displacement	MRP reversal	MRP reversal cytotoxicity	MRP reversal with doxorubicin	IL1B NFkB pot	IL1B NFkB pot cell count 2 µM	PLAP inhibitors HTS
CN1C(=O)C(Cc2cccs2)C(=O)N(C)C1=O	1.1	138	-0.8%	-26.4	89.4	115.8	-1.1	138	-30.0%
O=c1cccc2n1CC1CC2CN(c2ncnc3c2cnn3-c2ccc(Cl)cc2)C1 (stereo unspecified)	/	/	-3.7%	11.9	91.8	79.8	/	/	-46.4%
O=C(c1cc(=O)[nH]c2ccc(Br)cc12)N1CCC2(CC1)OCCO2	-6.1	216	25.8%	0.8	88.2	87.4	6.1	216	-24.2%
CN(CC(=O)Nc1ccccc1-c1ccccc1)C1CCCCC1	10.6	89	/	1.1	69.2	68.1	-10.6	89	/
O=C(C1CC(=O)N(C2CCCCCCC2)C1)N1CCC2(CC1)OCCO2 (stereo unspecified)	-1.1	176	-5.8%	7.0	97.6	90.6	1.1	176	-4.6%
CCc1c(C)nc(N)nc1N1N=C1SCC(N)=O	14.4	164	0.7%	10.3	110.8	100.5	-14.4	164	16.2%
Cc1cc(NCCN)nc2ccccc12	8.0	166	12.8%	/	/	/	-8.0	166	20.5%
COc1cc(NC(=O)CN2C3CCC2CC(O)(c2cccnc2)C3)cc(OC)c1 (stereo unspecified)	7.3	46	1.1%	-2.2	77.0	79.2	-7.3	46	16.2%
Oc1ccc(Br)cc1CN1CCN(c2ccccc2)CC1	-7.2	81	-4.6%	19.0	99.8	80.8	7.2	81	1.0%
CCOC(=O)N(CC)c1ccc(C(O)(C(=O)OCC)C(F)(F)F)cc1 (stereo unspecified)	/	/	1.5%	21.2	101.2	80.0	/	/	-50.3%
O=c1[nH]c(=O)n(Cc2ccco2)c(O)c1C=NCCN1CCOCC1	-11.5	113	-11.9%	-11.4	91.0	102.4	11.5	113	-40.1%
CC1CN=C(Nc2cccc3ccccc23)S1 (stereo unspecified)	-25.8	136	-0.2%	1.4	91.6	90.2	25.8	136	19.8%
CC(=O)Nc1ccc(OC(=O)N(C)C)cc1	-16.8	169	-11.1%	3.7	97.8	94.1	16.8	169	10.7%
COc1cccc(-n2c(-c3ccoc3)nc3ccccc3c2=O)c1	-10.2	47	-11.6%	6.1	88.3	82.2	10.2	47	11.0%
O[C@H]1C2CCC1C(N1CCCCC1)CC2 (stereo partly specified)	-5.7	82	-10.7%	-5.3	93.6	98.8	5.7	82	-13.5%
CCCCCCOc1ccc(CN2CCN(C)CC2)cc1	-32.8	115	-11.7%	/	/	/	32.8	115	-76.0%
ClC1=CCC2CN(CCN3CCCCC3)CC2C1 (stereo unspecified)	/	/	67.7%*	-14.2	84.8	99.0	/	/	-24.7%
NC(=O)CN1C2CCC1CC(NC(=O)C1CC1)C2 (stereo unspecified)	9.0	100	6.3%	-10.9	92.0	102.9	-9.0	100	-9.3%
Cc1cc(C)nc(NC2=NCCS2)n1	3.6	155	-5.1%	4.9	105.0	100.2	-3.6	155	-21.6%
O=C(Cc1ccccc1)N1CCN(Cc2cccnc2)CC1	-20.5	142	-3.0%	/	/	/	20.5	142	-8.1%
CN(C)CCCN=Cc1c(O)n(CCc2ccc(F)cc2)c(=O)[nH]c1=O	/	/	0.9%	-9.8	89.1	98.9	/	/	-8.2%
CCC(C)NS(=O)(=O)c1ccc(OCC(=O)N2CCN(CC)CC2)cc1 (stereo unspecified)	-2.6	128	/	0.6	94.2	93.7	2.6	128	/
CC(=C1C(=O)c2ccccc2C1=O)N1CCN(CCN=Cc2c(O)n(C)c(=O)n(C)c2=O)CC1	-9.8	105	0.2%	12.0	99.2	87.2	9.8	105	-58.3%
c1ccc2c(CNC3CCCCC3)c[nH]c2c1	14.3	164	-6.6%	-9.6	66.3	76.0	-14.3	164	34.3%
Cc1cccc(C(=O)Nc2ccc(Cl)cc2C(=O)c2ccccc2)c1	11.9	145	-7.9%	/	/	/	-11.9	145	-26.6%
Cc1ccc(-n2c(O)c(C=NCc3cccnc3)c(=O)[nH]c2=O)cc1C	4.8	150	2.0%	4.7	88.8	84.1	-4.8	150	8.6%
Cn1c(=O)cc(SCC(=O)N2CCC3(CC2)OCCO3)c2ccccc21	1.4	140	3.8%	12.6	88.3	75.7	-1.4	140	-21.3%
CCOC(C(=O)OCC(O)CN(CC)CC)(c1ccccc1)c1ccccc1 (stereo unspecified)	-2.3	83	-23.4%	/	/	/	2.3	83	-35.8%
COc1cccc(C2C([N+](=O)[O-])=C(N)Oc3c2c(=O)oc2ccccc32)c1 (stereo unspecified)	0.4	163	-1.5%	/	/	/	-0.4	163	10.7%
CC1(C)C(C(=O)NN2C(=O)c3ccccc3C2=O)C1(C)C	8.2	177	-5.8%	/	/	/	-8.2	177	-15.5%
CC1CN(O)C2CCc3c(no[n+]3[O-])C12O (stereo unspecified)	-20.5	140	-6.3%	-15.0	92.2	107.3	20.5	140	3.9%
Cc1cccnc1-n1c(C)nc2ccccc2c1=O	-29.6	73	-6.3%	27.8	126.9	99.1	29.6	73	-3.6%
CC(C)CC1C(C#N)=C(N)Oc2c1c(=O)oc1ccccc21 (stereo unspecified)	8.3	53	0.2%	4.8	83.6	78.8	-8.2	53	5.7%
Fc1ccccc1N1CCN(Cc2c(F)cccc2F)CC1	-4.9	104	-1.4%	-2.7	89.9	92.6	4.9	104	-29.8%
COc1ccc(OC)c(-n2c(O)c(C=NCc3ccc4c(c3)OCO4)c(=O)[nH]c2=O)c1	-9.2	145	10.5%	9.3	101.9	92.6	9.2	145	-41.5%
NCCCP(=O)(O)CCc1ccccc1	15.7	86	1.3%	-14.3	93.9	108.2	-15.7	86	9.4%
CN1CCN(Cc2ccc(Br)s2)CC1	16.1	177	-13.2%	2.7	96.0	93.3	-16.1	177	12.4%
CN1CCN(c2c[nH]c(=O)[nH]c2=O)CC1	-21.7	165	/	3.8	112.3	108.5	21.7	165	/
Cc1cccc(-c2nc3ccccc3c(=O)n2-n2cccc2)c1	-7.3	166	-8.6%	12.9	97.6	84.7	7.3	166	-12.6%
CC(=O)c1c(C)[nH]c(C(=O)N2CCC3(CC2)OCCO3)c1C	-12.8	166	4.4%	/	/	/	12.8	166	-4.4%

Bioassay records: PubChem, several laboratories
